# Bioassay records deposited in PubChem by Broad Institute.
# ARNT TACC3 PPI: ARNT/TACC3 interaction disruption. Q9Y6A5. AlphaScreen His-ARNT PAS-B/GST-TACC3 binding, luminescence; TACC3 fragment carries E629A point mutation. inhibition, % at 9.99 µM. actives 0.66% (n = 390,000);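 active means mean inhibition of replicates at least 50% and at least half of replicates each reaching 50%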;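 further: 0% = complete ARNT plus TACC3 wells and 100% = ARNT alone without TACC3; many hits fall short of the cut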
# Cneo AK release: Cryptococcus neoformans lysis via adenylate kinase release | C. neoformans lysis, adenylate kinase release luminescence, 4 h; normalised: neutral wells 0, clomiphene wells 100 | lysis activity, % at 15 µM | actives 0.2% (n = 360,000);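 active means mean lysis activity across replicates of at least 80%, whatever share of replicates individually reach that level; inactive means mean lysis activity below 80%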
#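 Assay system: C. neoformans cells. Amount: yeast cell density of 5 × 10^6 cells/mL. Technique: AK luminescence. Buffer or medium: YPD. Times: static 4 h at 37 °C with compound, 1 h detection. Dosing: single-point compound dose. Read-out: lysis from increased AK signal.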
# GSIS activator: GLuc luminescence reporter in INS-1E cells, primary screen for activators of glucose-dependent secretion of insulin. INS-1E GLuc reporter insulin secretion, 2-3 h. activation, % at 16.6 µM. actives 0.61% (n = 370,000);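 active means lowest replicate activation of at least 40%, so every replicate reaches that level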;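 further: 0% = median of neutral control wells and 100% = median of IBMX positive control wells; some compounds called inactive have numbers as strong as hits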
# PAX8 reporter: lowers PAX8-driven luciferase in RMG-I cells. inhibition, % at 12.6 µM. RMG-I TPO-luciferase reporter, SteadyGlo, 24 h. actives 1.2% (n = 360,000). AID 652154;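 active means mean replicate inhibition at least 60% with every replicate also reaching 60%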;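 further: luciferase light reporting Pax8 driven TPO promoter activity; plate controls were median of neutral control wells for no effect and mitoxantrone controls for full effect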
# LGR2 inh: inhibitors of bursicon-induced Drosophila LGR2 receptor cAMP signaling; inhibition, % at 9.99 µM; AID 720647; actives 0.35% (n = 380,000); HEK293 LGR2, CRE-luciferase, bursicon-stimulated, 4 h;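 active means drop in luminescence signal, shown as inhibition above about 50% in the replicate tests, limit read from the data, passing the limit was not always enough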;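 further: agonist challenge used bursicon conditioned medium at about half maximal strength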
# Statin myotox sup: suppressors of simvastatin-induced myotoxicity in C2C12 myotubes | AID 602340 | ATP luminescence, 48 h; scaled: DMSO 0, geranylgeraniol control 100 | actives 0.78% (n = 330,000) | rescue of ATP level, % at 7.49 µM;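 active means mean ATP rescue above about 67%, or every replicate alone reaching that limit, limit read from the data, passing the limit was not always enough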;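 further: myotubes were challenged with 10 µM simvastatin during compound exposure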
# PGC1a acetyl inh: modulators of PGC1a acetylation; U2OS PGC1a acetylation, AlphaScreen anti-acetyl-lysine; with virally co-expressed GCN5 acetyltransferase; inhibition, % at 15.6 µM; actives 0.17% (n = 350,000); AID 651687;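 active means every replicate shows inhibition of at least 40%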;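 further: 0% = neutral control wells and 100% = positive control wells; some results beyond the cut were filed as inactive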
# PglD DTNB: inhibitors of Campylobacter jejuni PglD acetyltransferase | purified PglD enzyme, DTNB colorimetric CoA detection | inhibition, % at 12.5 µM | actives 0.098% (n = 360,000); in the data active means inhibition above about 16%, passing the limit was not always enough; further: strong numbers were not always called active
# * hit, by the source's call; / = no result given; & = joins results of further samples.
mol	ARNT TACC3 PPI	Cneo AK release	GSIS activator	PAX8 reporter	LGR2 inh	Statin myotox sup	PGC1a acetyl inh	PglD DTNB
CC1CCN(S(=O)(=O)c2cccc(C(=O)Nc3nccs3)c2)CC1	-4	1	-25	/	-2	-50	-49	6
O=C(COC(=O)c1ccc(S(=O)(=O)N2CCCC2)cc1)Nc1cccc(Cl)c1	-5	-3	1	-1	10	3	13	-3
COc1cc(CN2C(=O)C(C)ON=C2c2ccccc2F)cc(OC)c1 (stereo unspecified)	/	-1	7	-22	-3	1	/	-4
C#Cc1cccc(C(=O)N2CCCC(Nc3cccc(F)c3)C2)c1 (stereo unspecified)	/	-1	-18	/	11	-10	/	5
CCN1CCN(S(=O)(=O)c2cccc([N+](=O)[O-])c2)CC1	-3	3	/	/	/	18	/	-6
CC(NC(=O)C1CCN(S(=O)(=O)c2ccc3nc4c(c(C(=O)O)c3c2)CCCC4)CC1)c1ccccc1 (stereo unspecified)	3	0	51	-3	7	0	4	5
O=c1c2[nH]c3cccc(Cl)c3c2ncn1CC1CCCO1 (stereo unspecified)	-1	/	12	-33	-21	/	/	/
COc1cc(CC(=O)OCC(=O)Nc2cc(S(=O)(=O)N3CCCC3)ccc2Cl)cc(OC)c1OC	-7	2	/	3	/	-2	2	4
Cc1cccc(C)c1NC(=O)C1CCCN1C(=O)NCc1ccccc1 (stereo unspecified)	-11	-3	11	-11	10	-5	19	0
O=C(NCc1ccc(F)cc1)C(c1ccc(F)cc1)N(C(=O)c1csnn1)C1CC1 (stereo unspecified)	-4	2	20	18	5	-3	3	-3
Cc1nc2c(=O)[nH]c3ccccc3c2o1	-1	/	9	11	2	/	/	/
CCOc1ccccc1OCCCC(=O)Nc1ccc(Cl)c(S(=O)(=O)N2CCOCC2)c1	1	-1	/	11	9	12	-7	1
C[C@H](CO)N1C[C@H](C)[C@@H](CN(C)CC2CC2)Oc2c(NC(=O)Nc3cccc4ccccc34)cccc2C1=O	-10	-5	/	16	/	35	-4	5
CCOC(=O)C1(Cc2cccc(Cl)c2)CCCN(C(=O)c2cc(C)[nH]n2)C1 (stereo unspecified)	-7	1	-2	-1	-4	0	/	-1
CCN(C(=O)c1ccc(=O)n(C)n1)c1c(N)n(Cc2ccccc2)c(=O)[nH]c1=O	-26	-1	8	4	3	4	2	1
O=C(N/N=C/c1cccc([N+](=O)[O-])c1)c1nc2ccccc2c(=O)[nH]1	-2	-3	-3	-58	6	-2	4	-5
O=C(CSc1ncn[nH]1)N1CCCCC1	-2	-1	11	0	-9	5	13	1
O=C(COc1ccc(Cl)cc1)NCCS(=O)(=O)N1CCN(c2ccccc2F)CC1	10	5	41*	18	3	13	8	-4
C[C@H](O)CNC(=O)c1[nH]cnc1C(=O)Nc1ccc(CNC(=O)OC(C)(C)C)cc1	/	-2	27	0	3	2	/	-6
C[C@H](CO)N1C[C@H](C)[C@H](CN(C)Cc2ccc(C(F)(F)F)cc2)Oc2c(NC(=O)Nc3cccc4ccccc34)cccc2C1=O	15	4	-24	/	21	81*	-13	10
Fc1cccc(-c2ccc(C3[C@@H]4CN(Cc5cccnc5)C[C@H]3N4)cc2)c1 (stereo partly specified)	/	/	-8&-6	-20&-3	-28&-12	/	-37&-17	/
COC(=O)c1cc(C(=O)c2cc(F)ccc2O)cn2c(=O)c3c(C)c(C)sc3nc12	15	-1	29	6	1	6	-12	-3
C[C@H]1CN([C@@H](C)CO)C(=O)Cc2cc(NS(C)(=O)=O)ccc2O[C@H]1CN(C)Cc1ccc(C(F)(F)F)cc1	4	1	-12	12	24	-23	2	0
CCC(=O)N1CC[C@@H]2[C@@H](CO)N(C)c3ccc(-c4cccc(OC)c4)cc3[C@@H]21	4	4	-15	11	-14	27	-4	1
COc1ccc(NC(=S)NNC(=S)Nc2cccc(C(F)(F)F)c2)cc1	-2	-4	-26	-7	-14	/	-28	-2
O=C(Nc1ccc2c(c1)OCO2)c1ccc2sc([C@H]3C[C@H](O)[C@@H](CO)O3)nc2c1	/	1	12	-111	-51	10	/	-2
C[C@@H]1CN([C@@H](C)CO)S(=O)(=O)c2ccc(-c3ccc(C(=O)N(C)C)cc3)cc2O[C@@H]1CN(C)Cc1ccccc1C(=O)O	2	3&4	5&8	-26	8&1	-2&-4	-8&4	0&1
CCOC(=O)CCC(=O)N1CCOCCN(C(=O)CCC(=O)OCC)CCOCC1	-24	-2	/	3	/	-6	-15	8
CCCCCOc1ccc(C(=O)NCC2(c3ccccc3)CCOCC2)cc1	-6	33	/	/	/	18	7	2
CN1C(=O)CC(=O)N(C)c2cc(S(=O)(=O)N(C)Cc3ccccc3)ccc21	-4	0	-15	-18	-1	14	20	-5
CCNC(=O)C[C@H]1CC[C@H]2[C@@H](COC[C@@H](O)CN2C(=O)Nc2cccc(OC)c2)O1	-2	1	6	/	-12	13	0	0
COc1ccc(CCNC(=O)N[C@@H](Cc2ccccc2)C(=O)O)cc1	11	0	15	5	0	-5	-2	-2
CN(C(=O)c1cc2ccccc2o1)c1c(N)n(Cc2ccccc2)c(=O)[nH]c1=O	3	-1	-8	10	-9	-15	0	-4
CC[n+]1c(C)n(-c2ccccc2)c2ccc(C(=O)OC)cc21	-13	/	2	-2	33	/	-5	/
O=C(/C=C/c1ccccc1[N+](=O)[O-])NC1CCCC1	-2	/	5	0	-17	-8	-4	/
O=C(NC1CC1)c1cccc2c1C(=O)c1ccc(N3CCC(Cc4ccccc4)CC3)cc1S2(=O)=O	-3	2	-8	3	31	5	-13	-5
Cc1ccc(S(=O)(=O)Nc2ccc3c(c2)CC(=O)N([C@@H](C)CO)C[C@@H](C)[C@H](CN(C)S(C)(=O)=O)O3)cc1	4	48	-1	4	4	-21	-3	3
C=CCn1c(SCC(=O)Nc2cc(C)on2)nc2sc(CC)cc2c1=O	2	2	/	/	/	-11	-2	2
CCc1nc2c(OCC3CCCCC3)cccn2c1N(C)C(=O)c1ccccc1F	/	9	24	29	8	-32	15	-3
Cc1cc(F)c(F)c(C(=O)NC2CC2)c1Cl	1	2	13	/	-4	-3	-9	2
CC(=O)Nc1ccc(S(=O)(=O)N(C)CC(=O)NNC(=O)c2cccs2)cc1	-1	-4	-2	21	2	9	1	-5
CCS(=O)(=O)Nc1ccc(-c2nc3cccnc3s2)cc1	16	-9	-3	-133	27	-5	/	3
CCC(CO)Oc1cc(NCc2ccc(F)cc2)c2ncn(C(C)C)c2c1 (stereo unspecified)	7	-3	-14	6	8	/	3	0
COc1ccc(C(=O)NCc2nnc(SCC(=O)NC3CCCC3)o2)cc1	-1	-2	9	-2	-2	17	2	-1
CC(C)C(=O)Nc1cccc(-c2nc3ccccc3o2)c1	-1	-1	/	/	/	-13	-11	-2
O=C1NC(c2ccccc2)=C(c2ccc3ccccc3n2)C(c2ccc(F)cc2)N1 (stereo unspecified)	5	/	-8	32	-7	/	/	/
O=C(CSc1nc2ncccc2[nH]1)Nc1c(F)cc(F)cc1Br	4	0	-4	-8	-11	10	3	2
CSc1ncnc2sc(C)c(C)c12	23	/	1	5	8	/	/	/
CC(C)Cn1c(-c2ccco2)n[nH]c1=S	-3	5	19	/	/	3	-10	-3
O=C(O)Cn1cc(/C=C2/NC(=O)N(c3ccc(Cl)cc3)C2=O)c2ccccc21	5	-5	-46	23	11	-3	3	5

# Later entries
mol	ARNT TACC3 PPI	Cneo AK release	GSIS activator	PAX8 reporter	LGR2 inh	Statin myotox sup	PGC1a acetyl inh	PglD DTNB
CCCNC(=O)Nc1ccc2c(c1)OC[C@H](C)N(CC1CCCC1)C[C@@H](C)[C@@H](OC)CN(C)C2=O	0	-2	-6	19	9	-25	21	0
C[C@@H]1CCCCO[C@@H](CN(C)Cc2ccc3c(c2)OCO3)[C@H](C)CN([C@@H](C)CO)C(=O)c2cc(NS(=O)(=O)c3cn(C)cn3)ccc2O1	-2	3	-3	7	-2	28	-9	0
Cc1cccc(C(=O)N2CCN(CCNC(=O)C(=O)Nc3ccc(F)cc3)CC2)c1	2	-10	-6	-17	-43	0	/	7
CC(=O)Nc1ccc(S(=O)(=O)NC2CCSc3ccccc32)cc1 (stereo unspecified)	/	0	-20	25	-6	0	/	5
COc1ccc(C(=O)Nc2cccc3c2CCCC3)cc1OC	-10	2	17	10	-5	-1	/	6
Cc1noc(C)c1NC(=O)Nc1ccc2c(c1)CC(=O)N([C@@H](C)CO)C[C@@H](C)[C@H](CN(C)CC1CC1)O2	-8	0	8	-16	-14	-17	11	1
N#CC(C(=O)c1ccc(S(=O)(=O)N2CCCCCC2)cc1)c1nc2ccccc2[nH]1 (stereo unspecified)	-5	0	18	/	-19	-27	-7	-1
COCC#Cc1cnc2c(c1)C(=O)N([C@H](C)CO)C[C@@H](C)[C@@H](CN(C)C(=O)CCN1CCCCC1)O2	0	38	-1	/	-19	-4	2	-2
C[C@@H]1CN([C@H](C)CO)C(=O)c2cccc(NC(=O)c3ccc(-c4nccs4)cc3)c2O[C@@H]1CN(C)Cc1ccc2c(c1)OCO2	5	-2	-12	/	-8	45	0	9
C[C@@H]1CN([C@@H](C)CO)C(=O)c2cc(C#CCN(C)C)cnc2O[C@@H]1CN(C)C(=O)CN1CCOCC1	-6	1	20	15	-7	4	2	-31

# In another format: three of the compounds above
# Order of results: ARNT TACC3 PPI | Cneo AK release | GSIS activator | PAX8 reporter | LGR2 inh | Statin myotox sup | PGC1a acetyl inh | PglD DTNB
COCC#Cc1cnc2c(c1)C(=O)N([C@H](C)CO)C[C@@H](C)[C@@H](CN(C)C(=O)CCN1CCCCC1)O2
 : 0 | 38 | -1 | / | -19 | -4 | 2 | -2
C[C@@H]1CN([C@H](C)CO)C(=O)c2cccc(NC(=O)c3ccc(-c4nccs4)cc3)c2O[C@@H]1CN(C)Cc1ccc2c(c1)OCO2
 : 5 | -2 | -12 | / | -8 | 45 | 0 | 9
C[C@@H]1CN([C@@H](C)CO)C(=O)c2cc(C#CCN(C)C)cnc2O[C@@H]1CN(C)C(=O)CN1CCOCC1
 : -6 | 1 | 20 | 15 | -7 | 4 | 2 | -31

# More entries
mol	ARNT TACC3 PPI	Cneo AK release	GSIS activator	PAX8 reporter	LGR2 inh	Statin myotox sup	PGC1a acetyl inh	PglD DTNB
COc1ccc(NC(=O)Nc2ccc3c(c2)CC(=O)N([C@H](C)CO)C[C@@H](C)[C@H](CN(C)C(=O)Nc2ccc(C(F)(F)F)cc2)O3)cc1	6	66	1	20	13	1	-6	3
COc1ccc(N2CS(=O)(=O)/C(=C/N(C)C)C2=O)cc1	4	1	/	/	/	6	-3	-6
CCCCn1cnc2c(SCCc3ccccc3)nc(N)nc21	-5	-3	/	-24	-53	99*	1	7
O=c1[nH]nnc2cc(Cl)ccc12	0	0	-2	16	3	4	-1	1
C[C@@H]1CN([C@H](C)CO)C(=O)c2cc(NC(=O)CCC(F)(F)F)ccc2O[C@@H](C)CCCCO[C@@H]1CN(C)C(=O)c1ccccc1	-9	-2	0	-9	2	/	8	0
C[C@H](CO)N1C[C@H](C)[C@@H](CN(C)S(=O)(=O)c2ccccc2)Oc2ccc(NC(=O)CCCN(C)C)cc2CC1=O	-1	-4	13	-7	2	-9	-4	1
COC(=O)c1oc2ccccc2c1NC(=O)/C=C/C(=O)O	-1	/	5	-2	21	/	3	/
CCOc1ccc(OCCC(=O)Nc2ccc(F)cc2C)cc1	-10	-1	12	-4	2	0	/	5
O=C1c2cccnc2C(Nc2ccc(F)c(Cl)c2)N1Cc1cccs1 (stereo unspecified)	2	0	66*	6	-20	2	/	7
COc1ccc(OC)c(Nc2cc(C(=O)NCCCN3CCOCC3)c3ccccc3n2)c1	10	-1	/	/	/	-7	-27	7
CCc1sc(N(C(=O)Cc2ccccc2)c2ccccc2F)nc1-c1ccc(C)cc1	1	/	5	-24	11	/	/	/
